# Compound activity as filed in PubChem BioAssay.
# HCV inhibitor – qHTS Assay for Inhibitors of Hepatitis C Virus (HCV). Huh7.5.1 HCVcc-Cre infection, luciferase reporter, 44 h. 3.4% of 340,000 active. Potency, µM (titrated, usually from 41.8 µM), for inactives: at the highest dose activity change, negative = inhibition, actives largely listed as inhibitors; note: potency is the fitted concentration of half-maximal effect
#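 Infectious HCV cell culture screen: compound-treated cells (1,000/well, pre-plated 4 h) are infected with HCVcc-Cre at roughly 0.5 moi and grown 44 h. Infection is quantified by luciferase signal after 15 min substrate incubation at room temperature.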
# LmPK inhibitor – qHTS Assay for Inhibitors of Leishmania Mexicana Pyruvate Kinase (LmPK); Q27686; purified LmPK, Kinase-Glo ATP luminescence, 1 h; Potency, µM (top dose mostly 57.5 µM), without a hit: at the top dose activity change, negative = inhibition, hits mostly inhibitors; 0.37% of 290,000 active; AID 1721, 2009; note: potency is the fitted concentration of half-maximal effect
# Target sequence (Q27686 whole entry, looked up): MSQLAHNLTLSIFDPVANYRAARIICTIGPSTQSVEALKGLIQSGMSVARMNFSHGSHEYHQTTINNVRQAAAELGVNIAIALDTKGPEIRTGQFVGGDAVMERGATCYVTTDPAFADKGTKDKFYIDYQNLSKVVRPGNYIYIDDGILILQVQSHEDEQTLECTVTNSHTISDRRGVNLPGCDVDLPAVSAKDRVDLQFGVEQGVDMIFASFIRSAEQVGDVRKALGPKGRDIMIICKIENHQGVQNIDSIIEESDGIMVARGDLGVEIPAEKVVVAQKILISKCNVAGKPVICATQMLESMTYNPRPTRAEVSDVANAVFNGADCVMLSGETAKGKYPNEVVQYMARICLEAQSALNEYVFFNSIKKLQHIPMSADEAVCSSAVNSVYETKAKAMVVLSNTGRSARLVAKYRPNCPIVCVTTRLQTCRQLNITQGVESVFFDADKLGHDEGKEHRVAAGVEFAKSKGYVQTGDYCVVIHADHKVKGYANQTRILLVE
#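 Pyruvate kinase activity monitored as ATP production (luciferase luminescence). Conditions: 0.1 nM enzyme, 0.5 mM PEP, 0.1 mM ADP, 1 h, RT; normalized against uninhibited and no-enzyme wells.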
# AmpC inh no detg – qHTS Inhibitors of AmpC Beta-Lactamase (assay without detergent) | P00811 | AmpC nitrocefin hydrolysis, absorbance 480 nm, 0.0001% Triton | Potency, µM (highest dose often 57.1 µM), for the others: top-dose activity change, negative = inhibition, usual class: inhibitors | 0.52% of 330,000 active | AID 485341, 2010;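 note: potency is the fitted concentration of half-maximal effect; plate controls were no compound for no effect and no enzyme for full effect; nearly all actives have a fitted effect of over 20% in size; some results filed as inactive show a strong effect at the top dose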
# Target sequence (P00811 whole entry, looked up): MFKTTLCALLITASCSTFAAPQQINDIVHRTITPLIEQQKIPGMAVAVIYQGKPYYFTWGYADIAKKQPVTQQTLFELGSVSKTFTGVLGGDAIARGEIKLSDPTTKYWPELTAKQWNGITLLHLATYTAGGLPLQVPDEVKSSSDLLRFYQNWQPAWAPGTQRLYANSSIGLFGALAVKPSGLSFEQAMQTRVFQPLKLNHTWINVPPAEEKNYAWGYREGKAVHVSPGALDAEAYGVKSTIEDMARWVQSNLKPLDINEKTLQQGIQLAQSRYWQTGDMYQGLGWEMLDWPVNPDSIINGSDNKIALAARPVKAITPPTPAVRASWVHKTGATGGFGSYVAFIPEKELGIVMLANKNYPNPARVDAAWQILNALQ
#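 20 mM phosphate pH 7.0 + 0.01% (detergent screen) or 0.0001% Triton X-100; 5.3 nM AmpC reagent; cpd preinc 15 min RT; nitrocefin (800 uM stock) to start; A480 q20 s × 4 min; Activity was normalised to no-enzyme and no-compound control wells.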
# AMA1 RON2 block – qHTS for Inhibitors of AMA1-RON; Towards Development of Antimalarial Drug Lead: Primary Screen. AID 720542, 2013. Potency, µM (top dose mostly 58.2 µM), without a hit: at the highest dose activity change, negative = inhibition, usual class: inhibitors. Plasmodium falciparum AMA1 (3D7) - RON2 peptide interaction. AlphaScreen AMA1-biotinylated RON2 peptide binding. 0.2% of 360,000 active;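 note: potency is the fitted concentration of half-maximal effect; 0% = vehicle wells and -100% = peptide control; nearly all actives have a fitted effect of over 45% in size; some results filed as inactive show a strong effect at the top dose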
#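 AMA1 (3D7) with his tag at 25 nM final met compounds first, then biotinylated RON2 peptide at 25 nM; detection used donor plus acceptor beads, 10 µg/mL apiece, read by AlphaScreen after 30 min at room temperature.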
# AmpC inh detg – qHTS Inhibitors of AmpC Beta-Lactamase (assay with detergent); P00811; AmpC hydrolysis of nitrocefin, absorbance 480 nm, 0.01% Triton; AID 485294, 2010; Potency, µM (top dose mostly 114 µM), for the others: at the highest dose activity change, negative = inhibition, usual class: inhibitors; 0.041% of 370,000 active;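 note: potency is the fitted concentration of half-maximal effect; 0% = no-compound wells and -100% = no-enzyme wells; nearly all actives have a fitted effect of over 25% in size; some results filed as inactive show a strong effect at the top dose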
#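 20 mM phosphate pH 7.0 + 0.01% (detergent screen) or 0.0001% Triton X-100; 5.3 nM AmpC reagent; cpd preinc 15 min RT; nitrocefin (800 uM stock) to start; A480 q20 s × 4 min; Activity was normalised to no-enzyme and no-compound control wells.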
# HCMV inh – qHTS Assay for inhibitors of the human cytomegalovirus (HCMV). HFF cells, HCMV-luciferase reporter, 72 h; stronger effect = lower value. activity change, negative = inhibition, % at 57.5 µM. 4.5% of 410,000 active; in the data active = activity change below about -60%; inconclusive = no clear call, values can overlap the other calls; inactive = above about -39%
#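 Screen run at 2 compound doses on HFFs infected with reporter HCMV, MOI 1 PFU/cell. Luciferase activity from cell lysates at 72 h post infection gave inhibition relative to buffer-only and Salinomycin wells.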
# TbPYK inhibitor – qHTS of Trypanosoma Brucei Inhibitors | pyruvate kinase (Trypanosoma brucei), Q57TT1 | TbPYK enzyme, Kinase-Glo Plus ATP luminescence, 45 min | Potency, µM (series often up to 76.8 µM), for the others: at the top dose activity, negative = inhibition, actives largely listed as inhibitors | 0.12% of 410,000 active; note: potency is the fitted concentration of half-maximal effect; nearly all actives have a fitted effect of over 50% in size
#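 ADP (130 uM final) triggers the TbPYK reaction after compound addition; incubation is 45 min at room temperature. Kinase-Glo Plus is then added and luminescence imaged. Normalized data are fitted to concentration-effect curves.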
# * marks the source's active call; other numbers are inactive results; ? = inconclusive; · = no result given; & = joins results of further samples; [ ] = remark or other dose. Unless noted, calls come from the whole dose curve; as a rule, active = well fitted curve in the direction sought with a large enough effect; inconclusive = small, poorly fitted or top-dose-only effect, or another doubt; inactive = no such curve, though single readings can be large; an effect the other way counts as inactive or inconclusive. Unless noted, % is set by controls: 0 for no effect and ±100 for the full control effect.
SMILES | HCV inhibitor | LmPK inhibitor | AmpC inh no detg | AMA1 RON2 block | AmpC inh detg | HCMV inh | TbPYK inhibitor
CC(=O)Oc1ccccc1C1=NN(C(=O)/C=C/c2ccccc2)C(c2ccccc2)C1 (stereo not drawn) | ? | 1% | -32% | 26%[2.32 µM] | -11% | -13 | -6%
Cc1cccc(OC(C)C(=O)OCC(=O)Nc2sccc2C(N)=O)c1 (stereo not drawn) | ? | · | -17% | 47%[activator] | 4% | 11 | -2%
O=C(CNC1CCCCC1)Nc1ccc([N+](=O)[O-])cc1C(=O)Nc1ccccc1F | ? | 12% | -30% | 83%[activator] | 7% | -35 | 1%
CCOC(=O)c1cccc(NC(=O)CCS(=O)(=O)c2cccs2)c1 | -24% | 5% | -13% | 3% | ? | 21 | -3%
O=C1CCC(C(=O)OCC(=O)C23CC4CC(CC(C4)C2)C3)N1 (stereo not drawn) | -1% | -6% | -8% | 3% | -12% | 3 | 2%
COc1ccc(NC(=O)Cn2c(=O)oc3ccccc32)cc1 | 2% | -1% | -13% | 5% | -6%&-6% | ? | -14%&-3%
COCc1[nH][nH]c(=O)c1C=Nc1ccc(Oc2ccccc2)cc1 | -3% | 0% | 4% | -20% | -9% | -4 | -4%
C=CCn1c(SCC(=O)NCCc2ccccc2)nnc1C1CC1 | 15% | · | 0% | 27% | 1% | 1 | 2%
COc1ccccc1CNC(=O)COC(=O)c1ncc(Cl)c(Cl)c1Cl | 17% | · | -22% | 17% | -8% | -25 | -1%
CCOC(=O)[C@@H]1[C@H]2COc3cc(OC)ccc3[C@@H]2N2C(=O)N(c3ccc(C(F)(F)F)cc3)C(=O)[C@]12C | 8% | -3% | -5% | -3% | -13% | -20 | 6%
Cc1nn(-c2ccccc2)c(=O)c2noc(C)c12 | 9% | 0% | -12% | 9% | 8% | -2 | -3%
CCOC(=O)c1c(NC(=O)CN2CCOCC2)sc2c1CC(C)(C)OC2 | ? | 4% | 106%[activator] | 12% | -8% | 25 | -3%
CCOC(=O)c1nnn(-c2nonc2N)c1-c1ccc(Br)cc1 | -3% | 6% | -2% | -4% | 3% | -6 | 0%
Cc1ccc(Sc2c(C)nn(C(=O)COc3ccccc3)c2C)cc1 | · | · | · | · | 3% | -3 | 1%
CCCCc1nc2ccccc2n1CC(=O)NN | -1% | 2% | -28% | 42%[activator] | -4% | 0 | -5%
NC(=O)[C@@H]1CCOc2c(F)cc([N+](=O)[O-])cc2C(=O)N[C@@H](CO)C(=O)NCC(=O)N1 | 22% | 1% | 70%[activator] | 14% | 1% | -21 | -5%
CCn1cc(CN2N=C(C)CC2c2ccccc2)c(C)n1 (stereo not drawn) | 13% | 0% | -9% | 36%[activator] | -5% | -20 | -5%
CN1CCN(C(=O)O[C@H]2c3nccnc3C(=O)N2c2ccc(Cl)cn2)CC1 | 12% | 3% | -13% | 1% | -20% | -9 | 7%&-1%
Cc1cc(NC(=O)CSC2=NS(=O)(=O)c3ccccc3N2)no1 | -7% | · | -32% | 6% | ? | -35 | -9%
CC(C)CCOc1cccc(C2c3c(oc4ccccc4c3=O)C(=O)N2CCCN2CCOCC2)c1 (stereo not drawn) | 4% | · | · | 4% | · | 39 | -4%
CNCCCOc1ccc(C(C)(C)c2ccccc2)cc1 | · | -1% | 48% | · | -1% | · | ·
CCc1nnc(NC(=O)c2cccc(S(=O)(=O)N3CCN(C)CC3)c2)s1 | · | · | · | -4% | · | 36 | 4%
COc1cccc2cc(-c3nnc(SCC(=O)NCCc4ccccc4)n3C)oc12 | 1% | 3% | -14% | 28% | 1% | 58 | -14%
O=C(NCCOC(=O)c1ccccc1C(=O)OCCNC(=O)c1cccnc1)c1cccnc1 | 10% | -2% | -11% | -1% | -1% | 90 | -16%
Cn1c(CNC(=O)c2ccccc2F)nnc1SCc1ccc(Cl)cc1 | -9% | 2% | -8%[2.29 µM] | ? | -8% | -26 | -12%
CC(C)C(=O)N1CCN(CCN2C(=O)c3cccc4cccc(c34)C2=O)CC1 | -14% | 0% | 69%[activator] | 0% | 2% | -16 | 2%
Cc1cc(NC(=O)CN2C(=O)NC(C)(c3ccccc3Cl)C2=O)no1 (stereo not drawn) | 2% | · | -6% | 63%[activator] | · | 48 | 1%
COc1ccc(-c2cc(-c3ccccc3)nc(Cl)n2)cc1OC | ? | -5% | 110%[activator] | 65%[activator] | ? | -17 | 1%
Cc1ccc(NC(=O)CCS(=O)(=O)c2cc(Br)cc3c2N(C(=O)C2CC2)CC3)cc1 | · | · | · | · | 15% | 8 | 0%
Cc1nc2nc(CSc3nc4ccccc4s3)cc(=O)n2[nH]1 | 26% | -2% | -22% | -23% | 0% | -8 | -5%
COC(=O)c1ccc(OCC(O)CN2CCOCC2)cc1 (stereo not drawn) | 5% | 5% | -5% | 0% | -1% | 31 | -8%
Cc1ccc2c(c1)c(=O)c1c3n2CCN(CC#N)C3CC1 (stereo not drawn) | 2% | 5% | -8% | -10% | 7% | ? | 3%
COc1cccc(C2Oc3ccccc3C3CC(c4cccs4)=NN32)c1 (stereo not drawn) | 11% | -2% | -40% | 46%[activator] | -2% | 121 | -4%
COc1ccccc1Nc1c2c(nc3ccc(NC(=O)c4ccc(N(C)C)cc4)cc13)CCCC2 | · | · | · | · | 9% | -101* | -3%
Cc1ccc(C)c(S(=O)(=O)c2nnn3c2nc(NC(C)C)c2sccc23)c1 | · | · | · | · | 1% | -70* | 1%
Nc1c(C(=O)NCCc2ccc(Cl)cc2)sc2ccc(S(=O)(=O)N3CCCCC3)cc12 | -24% | 3% | -25% | · | 1% | ? | ·
O=P(OCC1CC1)(c1ccccc1)c1ccccc1 | 0% | -4% | -6% | 34%[activator] | -15% | 35 | 1%
Cc1cc(C)cc(NS(=O)(=O)c2c(C(=O)N3CCOCC3)c(C)n(C)c2C)c1 | 23% | -1% | 20% | 0% | -3% | 55 | 2%
COc1ccccc1N1CCN(c2ncnc3c2cnn3-c2ccc(C)cc2)CC1 | · | · | · | · | 2% | ? | -1%
CC(=O)c1cccc(NC(=O)COc2nsnc2N2CCOCC2)c1 | -11% | 1% | -24% | 0% | -1% | 26 | 2%
Cc1oc(-c2ccc(Cl)cc2)cc1C(=O)O | -3% | -6% | -18% | 0% | -9% | 120 | -5%
Cc1ccc(SCCC(=O)N(C)CC(=O)Nc2c(C)cccc2C)cc1 | ? | -8% | -2% | 2% | 2% | -15 | 5%
Cc1ccc(/C=C2/C(=O)ON=C2c2ccccc2)o1 | 22% | -1% | -45% | -4% | -13% | 28 | ?
CCOc1ccc(-c2cnc3cccnn23)cc1 | · | · | · | 32%[activator] | · | -1 | -5%
Cc1ccc(OCCCCCN2CCOCC2)c(Cl)c1 | ? | · | · | -14% | · | 96 | 3%

# 2 compounds picked at random from the list so far:
SMILES | HCV inhibitor | LmPK inhibitor | AmpC inh no detg | AMA1 RON2 block | AmpC inh detg | HCMV inh | TbPYK inhibitor
Cc1oc(-c2ccc(Cl)cc2)cc1C(=O)O | -3% | -6% | -18% | 0% | -9% | 120 | -5%
CCOC(=O)c1c(NC(=O)CN2CCOCC2)sc2c1CC(C)(C)OC2 | ? | 4% | 106%[activator] | 12% | -8% | 25 | -3%

# Arranged by formula weight (low to high): part of the list above
SMILES | HCV inhibitor | LmPK inhibitor | AmpC inh no detg | AMA1 RON2 block | AmpC inh detg | HCMV inh | TbPYK inhibitor
CCOc1ccc(-c2cnc3cccnn23)cc1 | · | · | · | 32%[activator] | · | -1 | -5%
COc1ccccc1N1CCN(c2ncnc3c2cnn3-c2ccc(C)cc2)CC1 | · | · | · | · | 2% | ? | -1%
Cc1ccc(C)c(S(=O)(=O)c2nnn3c2nc(NC(C)C)c2sccc23)c1 | · | · | · | · | 1% | -70* | 1%
COc1ccccc1Nc1c2c(nc3ccc(NC(=O)c4ccc(N(C)C)cc4)cc13)CCCC2 | · | · | · | · | 9% | -101* | -3%

# Going on with the list:
SMILES | HCV inhibitor | LmPK inhibitor | AmpC inh no detg | AMA1 RON2 block | AmpC inh detg | HCMV inh | TbPYK inhibitor
CCc1ccc(N2CC(C(=O)N3CCCCCC3)CC2=O)cc1 (stereo not drawn) | -6% | -1% | 2% | 1% | 1% | -2 | -2%
CC(C)(O)C1=C[N+](=O)CC=C1 | · | · | · | 6% | · | ? | 5%
Cc1c(NC(=O)Nc2ccc(C(C)(C)C)cc2)c(=O)n(-c2ccccc2)n1C | -10% | 6% | -15% | 6% | -8% | -1 | -9%
COc1cc(OC)c(OC)cc1CNC(=O)c1ccc(COc2ccccc2)cc1 | ? | -1% | 40% | -12% | 0% | ? | -8%
O=C(c1ccc(C(F)(F)F)cc1)N1CCC(=O)N(C(COCc2ccccc2)Cc2ccccc2)CC1 (stereo not drawn) | 1%[8.37 µM] | 5% | 245%[activator] | -4% | 0% | -6 | -2%
COc1cccc([C@@H]2CC=C(C(=O)O)[C@H](c3cccc(Cl)c3)N2S(=O)(=O)c2ccc(C)cc2)c1 | 9% | · | -17% | -3% | ? | -38 | -2%
COc1ccc(C(=O)N/N=C\c2coc3ccc(Cl)cc3c2=O)cc1 | -24% | 0% | -23% | 42%[activator] | -3% | -63* | 4%
Cc1ccc(CNn2cnnc2SCc2ccc(F)cc2)cc1 | -21% | 6% | 0% | -8% | 1% | ? | 2%
Cc1ccc(CCN2CC(C(=O)NCCCN3CCN(C)CC3)CC2=O)cc1 (stereo not drawn) | 9% | 5% | -3% | -5% | 1% | -13 | 10%
COc1ccccc1CNC(=O)COC(=O)c1cccc(S(=O)(=O)N2CCCCC2)c1 | 1% | -6% | 19% | -16% | 1% | 29 | -1%
CCc1ccc(NC(=O)CSc2nc3ccccc3c(=O)n2CCCN2CCC(C)CC2)cc1 | ? | -6% | 87%[activator] | -23% | -1% | -108* | -5%
